V1R ag counter: agonists of human V1a receptor, primary screen, counter-screen for OXTR agonist project, fluorescence, CHO-V1R cells. Vasopressin V1a receptor (Homo sapiens), P37288. Fluo-8 calcium fluorescence, agonist mode; 0% DMSO, 100% 3 nM vasopressin. activation, % at 3 µM. actives 0.25% (n = 320,000). AID 2797, 2010;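 active means activation above the mean activation of all tested compounds plus 3 SD, per screening run, cut at about 20% in these data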;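 further: signal is peak over basal fluorescence ratio across a 100 second FLIPR read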
VIM-2 inhibitor: VIM-2 metallo-beta-lactamase inhibitors, primary screen, biochemical, epi-absorbance readout, Pseudomonas aeruginosa enzyme | purified VIM-2, nitrocefin hydrolysis, epi-absorbance fluorescence | inhibition, % at 5.6 µM | actives 0.89% (n = 290,000);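 active means inhibition above the mean of all tested compounds plus 3 SD, cutoff set per screening run, cut at about 7.5% in these data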;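 further: red hydrolysis product quenches plate fluorescence so inhibitors raise well fluorescence; 0% = enzyme with DMSO and 100% = DMSO without enzyme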
GPR7 antag: GPR7 receptor antagonists, primary screen, cell-based, fluorescence, single concentration. actives 1.1% (n = 290,000). GPR7-expressing cells, fluorescence antagonist assay. Neuropeptides B/W receptor type 1 (Homo sapiens), P48145. inhibition, % at 4.4 µM; in the data active means inhibition above about 16%, passing the limit was not always enough;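 further: cells stimulated with the agonist NPW; 0% = agonist with vehicle and 100% = vehicle without agonist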
Target sequence (P48145 whole entry, looked up): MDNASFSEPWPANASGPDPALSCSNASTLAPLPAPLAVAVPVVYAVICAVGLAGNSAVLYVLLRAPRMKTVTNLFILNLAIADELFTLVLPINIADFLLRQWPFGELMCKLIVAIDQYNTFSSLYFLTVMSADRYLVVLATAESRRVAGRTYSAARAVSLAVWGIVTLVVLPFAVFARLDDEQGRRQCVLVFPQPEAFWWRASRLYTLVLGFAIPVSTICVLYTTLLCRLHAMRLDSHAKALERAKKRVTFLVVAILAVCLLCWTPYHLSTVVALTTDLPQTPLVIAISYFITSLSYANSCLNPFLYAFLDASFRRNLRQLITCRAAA
NS3 helicase inh: inhibitors of HCV NS3 helicase, primary screen, biochemical, Cy5 molecular beacon fluorescence; Hepatitis C virus NS3 helicase; NS3 helicase DNA unwinding; inhibition, % at 10.9 µM; actives 0.56% (n = 290,000); AID 1800, 2009;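 active means inhibition above the mean of all tested compounds plus 3 SD, set per campaign, cut at about 35% in these data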;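 further: 0% = DMSO wells and 100% = thioflavine S control wells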
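Material: hepatitis C virus NS3 helicase domain fragment enzyme; measured by: Cy5 fluorescence, 0 and 60 min reads; control set: DMSO and thioflavine S; incubation: 60 min unwinding reaction at 25 °C after ATP addition; read-out basis: % inhibition from 60/0 min fluorescence ratio, DMSO 0%, thioflavine S 100%; repeats: singlicate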
DNA FID counter: compounds displacing fluorescent DNA intercalator, primary screen, artefact control for HCV NS3 helicase inhibitor project, biochemical, FID fluorescence. DNA fluorescent intercalator displacement. AID 1845, 2009. actives 0.17% (n = 290,000). inhibition, % at 7.9 µM; in the data active means inhibition above about 37%;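 further: 0% = vehicle and 100% = reference compound; higher means more ethidium bromide displaced from hairpin DNA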
PHOSPHO1 block: PubChem AID 1565; recombinant PHOSPHO1, absorbance phosphatase assay; actives 1.1% (n = 290,000); Phosphoethanolamine/phosphocholine phosphatase (Homo sapiens), Q8TCT1; inhibition, % at 13.3 µM; in the data active means inhibition above about 60%
Target sequence (Q8TCT1 whole entry, looked up): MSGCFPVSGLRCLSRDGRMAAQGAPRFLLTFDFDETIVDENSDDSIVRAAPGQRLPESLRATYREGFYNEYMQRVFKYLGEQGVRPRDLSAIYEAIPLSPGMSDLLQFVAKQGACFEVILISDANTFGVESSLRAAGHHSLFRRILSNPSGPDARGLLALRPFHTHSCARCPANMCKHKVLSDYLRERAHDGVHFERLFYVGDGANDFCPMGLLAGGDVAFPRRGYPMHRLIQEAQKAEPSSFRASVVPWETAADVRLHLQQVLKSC
GalR3 antagonist: GalR3 antagonists in HEK293 cells, primary screen, cell-based, fluorescence readout; actives 0.44% (n = 360,000); Galanin receptor type 3 (Homo sapiens), O60755; inhibition, % at 3 µM; HEK293 GalR3-CNG cAMP membrane potential fluorescence; galR3 body fused to GalR1 C-terminus;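 active means inhibition above the screen-wide average plus 3 SD, cut at about 13% in these data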;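 further: forskolin and galanin both at EC90 stimulate the cells; cAMP rise reported by CNG channel membrane potential dye signal; 0% = forskolin plus galanin with DMSO and 100% = forskolin alone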
OXTR ag: human OXTR agonists, primary screen, fluorescence, CHO-OTR cells, Fluo-8 calcium. Fluo-8 calcium fluorescence; normalized: DMSO 0%, oxytocin 100%. activation, % at 3 µM. actives 0.32% (n = 320,000). AID 2435, 2010;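 active means activation above the mean of all tested compounds plus 3 SD, cutoff set per screening run, cut at about 20% in these data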;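 further: peak over basal fluorescence ratio from a 100 s FLIPR kinetic read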
Target sequence (P30559 whole entry, looked up): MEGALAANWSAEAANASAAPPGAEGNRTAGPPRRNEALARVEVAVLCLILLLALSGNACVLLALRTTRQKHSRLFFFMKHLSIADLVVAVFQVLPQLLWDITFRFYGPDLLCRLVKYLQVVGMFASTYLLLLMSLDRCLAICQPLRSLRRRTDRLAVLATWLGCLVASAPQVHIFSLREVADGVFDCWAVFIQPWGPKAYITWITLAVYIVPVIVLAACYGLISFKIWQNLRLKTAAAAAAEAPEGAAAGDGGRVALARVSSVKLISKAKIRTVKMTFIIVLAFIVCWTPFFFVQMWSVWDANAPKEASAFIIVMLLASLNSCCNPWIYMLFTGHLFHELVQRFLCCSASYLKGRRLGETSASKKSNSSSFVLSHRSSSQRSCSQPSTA
IMP-1 inhibitor: IMP-1 metallo-beta-lactamase inhibitors, primary screen, biochemical, epi-absorbance readout, Pseudomonas aeruginosa enzyme. metallo-beta-lactamase IMP-1 (Pseudomonas aeruginosa). purified IMP-1, nitrocefin hydrolysis, epi-absorbance fluorescence. inhibition, % at 5.6 µM. actives 0.45% (n = 290,000). AID 1556, 2009;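 active means inhibition above the mean plus 3 SD of all compounds in the same screening run, cut at about 4.5% in these data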;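 further: 0% = IMP-1 with DMSO and 100% = DMSO wells lacking enzyme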
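System – purified recombinant IMP-1 beta-lactamase · Input – IMP-1 dispensed at 0.2 nM · Timing – 15 min preincubation plus 25 min reaction at 25 °C · Signal – Epi-absorbance fluorescence, 480 nm excitation, 530 nm emission · Measure – percent IMP-1 inhibition derived from blank-referenced optical density · Controls – Enzyme-plus-DMSO low control, enzyme-free DMSO high control · Replication – singlicate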
Starred values were filed as active, the others as inactive; nt = no result given. The order is random. Share with any hit: about 4.3%.

SMILES | V1R ag counter | VIM-2 inhibitor | GPR7 antag | NS3 helicase inh | DNA FID counter | PHOSPHO1 block | GalR3 antagonist | OXTR ag | IMP-1 inhibitor
O=C(O)C(c1ccccc1)C(c1ccccc1)c1ccccc1 (stereo unspecified) | 0.3 | 0.3 | -1 | 8 | -20 | -7 | -1 | -0.3 | 0.9
COc1ccc(C2(C)NC(=O)N(CC(=O)Nc3ccc(S(=O)(=O)N4CCCC4)cc3)C2=O)cc1 (stereo unspecified) | 2.7 | 2.4 | 24 | -7 | -13 | 20 | 1 | 1.4 | -2.3
CCSC1=C(C#N)C2(CCCCC2)C2=C(CC(C)(C)CC2=O)N1 | 0.8 | -1.1 | -5 | -9 | -7 | 45 | -11 | -2.7 | -4.2
COc1cccc(C2C(C(=O)Nc3ccc(C)cc3C)=C(C)Nc3ncnn32)c1OC (stereo unspecified) | -0.3 | -4.0 | -4 | -5 | -15 | 18 | 6 | -0.7 | -3.8
COc1ccc(Cl)cc1N/C(N)=N/c1nc(C)cc(=O)[nH]1 | 0.5 | -0.7 | -3 | -4 | -2 | 28 | 2 | -0.6 | -2.6
Cn1nnnc1SCC(=O)NC1CCCCC1 | -0.6 | -5.2 | -8 | 6 | 1 | 10 | -1 | 1.4 | -2.9
O=C(c1cc([N+](=O)[O-])ccc1Cl)N1CCN(Cc2ccc3c(c2)OCO3)CC1 | 0.0 | 0.5 | -4 | 10 | -13 | 51 | -3 | 0.2 | 0.2
CN(C)CCCSc1nc(-c2ccccc2)nc2c1CCC2 | 3.3 | 35* | -5 | -1 | 6 | 12 | -8 | 0.7 | 0.5
CCOC(=O)Cc1csc(NC(=O)C(NC(=O)C2CCC(C)CC2)C(C)C)n1 (stereo unspecified) | 3.7 | -2.5 | 3 | 2 | -35 | 28 | -12 | 0.1 | -1.7
Cc1ccc(OCc2ccc(C(=O)Nc3nccs3)o2)cc1 | 1.6 | -3.0 | -6 | 2 | -3 | -12 | -4 | -0.6 | -4.0
CCc1c(C)c2ccc(OC(C)C(=O)NC(Cc3c[nH]c4ccc(O)cc34)C(=O)O)c(C)c2oc1=O (stereo unspecified) | 1.7 | -0.4 | 6 | 15 | -23 | 18 | -1 | -0.1 | -1.3
CC(C)C(OC(=O)c1cccs1)C(=O)NCc1cccs1 (stereo unspecified) | -1.2 | 2.1 | 37* | -4 | -9 | 11 | -2 | -1.6 | 1.8
NNC(=O)c1cc2c(s1)CCCCCC2 | 1.4 | -0.2 | -9 | -5 | -7 | 19 | 3 | 2.2 | -0.7
COc1ccc(C(=O)CSc2nc3ncccc3[nH]2)cc1OC | 0.8 | -2.4 | -8 | 7 | -10 | 11 | -2 | -1.8 | -3.9
CCc1nnc(NC(=O)CSc2ccc(-c3ccco3)nn2)s1 | -0.6 | -2.4 | 5 | 18 | -15 | 72* | -1 | -0.1 | -2.4
CCOC(=O)c1cnc(/N=C/N(C)C)s1 | 0.6 | 0.0 | -1 | -1 | 0 | 36 | -5 | 1.1 | -1.2
CC(C)Cc1ccc(S(=O)(=O)N2CCCC2)cc1 | -0.5 | -1.0 | 8 | -10 | -17 | 12 | -5 | -1.0 | -2.3
CC(O)C(NS(=O)(=O)c1ccc(Cl)cc1)C(=O)OCc1nnc(-c2ccccc2)o1 (stereo unspecified) | 2.9 | 0.1 | -5 | 14 | -22 | 24 | -7 | 1.9 | 0.8
COc1ccc(S(=O)(=O)N2CC3CCCN3c3cc(C(F)(F)F)ccc32)cc1 (stereo unspecified) | 0.6 | -0.1 | -2 | 2 | -1 | 8 | -3 | -0.8 | -2.7
COc1ccc(CCn2c(=N)c(C(=O)NCC3CCCO3)cc3c(=O)n4cccc(C)c4nc32)cc1 (stereo unspecified) | 2.7 | 2.6 | -22 | -12 | 18 | -12 | 0 | 2.1 | -4.1
CCN1CCN(C(=O)Nc2ccc(OC)cc2OC)CC1 | 0.4 | -2.3 | -13 | 18 | -6 | 32 | -1 | 0.1 | -2.8
COCCNC(=O)C(C#N)c1nc2ccccc2nc1N1CCCCCC1 (stereo unspecified) | 0.6 | 3.2 | 9 | 3 | -9 | 11 | -5 | -2.3 | -2.6
Cc1cc(/C=C2\C(=N)N3N=CSC3=NC2=O)c(C)n1Cc1ccccc1 | 9.5 | -3.8 | -7 | 35 | -25 | 16 | -2 | 11 | -3.8
c1cn(CCCNc2ncnc3nc[nH]c23)cn1 | 0.7 | 1.0 | -4 | -1 | 2 | 6 | -1 | 0.1 | -1.0
Cc1cc(C)c(C)c(OCC(=O)O/N=C(\N)c2cccnc2)c1 | -0.7 | -2.2 | -3 | -4 | -1 | 6 | 10 | -2.6 | -4.0
CSc1ccccc1NC(=O)c1ccncc1 | -0.9 | -1.7 | 7 | 14 | 0 | 19 | -6 | 0.3 | -2.3
O=C(NNc1nc2c(F)cc(F)cc2s1)C1COc2ccccc2O1 (stereo unspecified) | 1.0 | -4.5 | -6 | -5 | -8 | 32 | -3 | 1.1 | -4.6
CCCCn1c(=N)n(CC(=O)c2ccc(OC)cc2)c2ccccc21 | -1.6 | -3.1 | 2 | -16 | 14 | 13 | 0 | 2.3 | -4.4
COC(=O)CC1=C(C(=O)OC)C(c2ccc3c(c2Cl)OCO3)C(C#N)=C(N)O1 (stereo unspecified) | 0.7 | 1.9 | -5 | 9 | -9 | 17 | -5 | 1.9 | 0.1
CCN1CCCC(OC(=O)c2cc(-c3ccc(C)cc3)nc3ccccc23)C1 (stereo unspecified) | 1.3 | 4.4 | 16 | -36 | 38* | 24 | -2 | 1.8 | -0.1

Results in IMP-1 inhibitor, VIM-2 inhibitor and V1R ag counter (4 entries from above):
Compound	IMP-1 inhibitor	VIM-2 inhibitor	V1R ag counter
CCOC(=O)c1cnc(/N=C/N(C)C)s1	-1.2	0.0	0.6
CC(C)Cc1ccc(S(=O)(=O)N2CCCC2)cc1	-2.3	-1.0	-0.5
CC(O)C(NS(=O)(=O)c1ccc(Cl)cc1)C(=O)OCc1nnc(-c2ccccc2)o1 (stereo unspecified)	0.8	0.1	2.9
COc1ccc(S(=O)(=O)N2CC3CCCN3c3cc(C(F)(F)F)ccc32)cc1 (stereo unspecified)	-2.7	-0.1	0.6

Next section:
SMILES | V1R ag counter | VIM-2 inhibitor | GPR7 antag | NS3 helicase inh | DNA FID counter | PHOSPHO1 block | GalR3 antagonist | OXTR ag | IMP-1 inhibitor
O=C(Cn1c(NCCO)nc2ccccc21)c1ccccc1 | -0.2 | -3.5 | 1 | 5 | 6 | -15 | -3 | 0.8 | 0.1
CCOC(=O)c1c(O)c2cccc3c2n(c1=O)CC3 | 0.9 | 1.1 | -1 | 19 | 2 | 28 | -3 | -1.1 | -0.3
CCOc1cc(/C=C/c2cc(C(F)(F)F)[nH]c(=O)n2)ccc1O | 0.4 | -1.2 | -5 | 14 | 5 | 28 | -1 | -0.5 | -2.9
O=C(/C=C/c1ccc2c(c1)OCO2)c1ccc[nH]1 | 0.7 | -3.0 | -4 | 8 | -6 | 28 | 1 | 1.0 | -2.1
CCS(=O)(=O)c1nc(S(=O)(=O)c2ccc(C)cc2)c(N2CCCC2)s1 | 1.8 | 1.8 | 5 | 0 | -28 | 26 | -1 | -0.3 | 0.1
CCOC(=O)C1CCCN(CCC(=O)Nc2ccccc2)C1 (stereo unspecified) | -0.8 | -3.3 | 3 | 8 | 0 | 8 | 1 | 0.7 | 0.1
O=C(c1scc2c1CCCC2)N1CCCCC1 | 0.5 | -3.2 | -3 | 3 | -3 | 9 | -3 | -1.6 | -3.6
O=P(OC1CCCCC1)(OC1CCCCC1)C(O)c1cccnc1 (stereo unspecified) | 0.2 | -0.2 | -13 | 5 | -22 | 24 | -2 | 0.0 | -1.9
CC(C)(C)c1cc(C(=O)NNC(=O)Nc2ccccc2)n(Cc2ccccc2)n1 | 0.0 | -1.5 | -20 | 4 | -16 | 41 | -2 | -1.1 | -1.0
COc1ccc(NS(=O)(=O)c2cc(NC(=O)c3sccc3C)ccc2N2CCOCC2)cc1 | 0.1 | -2.7 | -15 | 0 | -3 | 49 | -4 | -1.8 | -3.7
O=C(Cn1c(=O)c(=O)n(Cc2ccccc2)c2ccc(Cl)cc21)NCC1CCCO1 (stereo unspecified) | 0.1 | -1.6 | 2 | -7 | -4 | 27 | -5 | -0.9 | -0.3
CCS(=O)(=O)N1Cc2ccccc2CC1C(=O)Nc1ccc(NC(C)=O)cc1 (stereo unspecified) | 0.6 | -2.8 | 1 | 16 | -17 | 12 | 2 | 4.5 | -3.9
C=C(C)C(=O)Oc1ccc(N2C(=O)CCC2=O)cc1 | 0.8 | -0.6 | 6 | 7 | -1 | 8 | -2 | 0.2 | -0.1
COC(=O)c1cccc(NC(=O)CN2C(=O)c3ccccc3C2=O)c1 | -0.3 | 0.0 | -5 | -8 | -1 | 44 | -11 | 1.0 | -5.5
CCc1ccc(NC(=O)CSc2nnc(-c3cnccn3)n2Cc2ccco2)cc1 | -1.9 | 0.8 | 22 | -7 | -15 | 1 | -5 | -1.2 | -1.7
COc1ccccc1Nc1nn2c(=O)c3ccc(C(=O)NCc4cccnc4)cc3nc2s1 | 0.4 | -4.8 | -5 | 7 | 1 | 38 | nt | -1.1 | -3.7
O=C(Nc1cccc(-c2cnc3ccccc3n2)c1)c1cccc(NC(=O)c2ccco2)c1 | 5.3 | -0.2 | -6 | -9 | -8 | 23 | -4 | 1.6 | -2.9
COc1ccc2oc(C(=O)OCC(=O)/C(C#N)=C(\C)N)c(C)c2c1 | 0.5 | -2.5 | -10 | -4 | -1 | 56 | -3 | 3.0 | -1.5
COC(=O)[C@H](CCSC)NC(=O)Nc1cc(OC)cc(OC)c1 | -0.1 | -2.8 | -14 | 10 | -10 | 3 | 1 | -0.9 | -3.5
CN(C)C(=O)NCc1ccc(S(N)(=O)=O)cc1 | 0.5 | -1.3 | 8 | 9 | 0 | -17 | -6 | -0.5 | -2.5
O=C(CN(c1ccc2c(c1)OCCO2)S(=O)(=O)c1ccccc1)NCc1ccc(Cl)cc1 | 1.4 | -4.9 | -2 | 0 | -26 | 3 | -5 | -0.3 | -2.2
C=CCn1c(=O)n2ncnc2c2c3c(sc21)CCCC3 | -1.0 | 15* | -7 | 3 | -11 | -5 | nt | -1.8 | -1.3

Compound activity from PubChem BioAssay.
